PDI turbidity = PDI (human) enzyme inhibition; PDI insulin aggregation turbidity, A650, 90 min; 0.052% of 350,000 active; P07237; inhibition, % at 10 µM; AID 588391;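 active means mean inhibition across replicates of 30% or more, whatever share of single replicates reach that level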;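 further: absorbance from insulin aggregation driven by PDI reduction with DTT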
Target sequence (P07237 whole entry, looked up): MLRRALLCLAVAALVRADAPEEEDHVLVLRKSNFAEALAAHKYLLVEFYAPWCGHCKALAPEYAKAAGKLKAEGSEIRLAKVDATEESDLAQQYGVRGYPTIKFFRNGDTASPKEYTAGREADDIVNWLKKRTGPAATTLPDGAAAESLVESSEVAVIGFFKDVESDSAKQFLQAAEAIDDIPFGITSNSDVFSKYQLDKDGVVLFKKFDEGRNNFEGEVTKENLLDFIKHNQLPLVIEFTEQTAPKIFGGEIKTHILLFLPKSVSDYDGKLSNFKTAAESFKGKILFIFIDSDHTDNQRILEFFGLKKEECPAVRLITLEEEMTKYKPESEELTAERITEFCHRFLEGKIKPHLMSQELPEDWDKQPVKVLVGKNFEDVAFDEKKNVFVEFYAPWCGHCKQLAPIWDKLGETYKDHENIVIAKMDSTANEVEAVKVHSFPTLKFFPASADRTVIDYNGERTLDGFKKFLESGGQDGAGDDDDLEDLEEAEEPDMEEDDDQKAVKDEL
NR2E3 ag-1 = NR2E3 (human) agonism; inhibition of corepressor binding, % at 4.78 µM; AID 2300; Q9Y5X4; 0.12% of 320,000 active; GST-NR2E3/biotin-RetCOR TR-FRET, 1536-well;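 active means percent inhibition above the cutoff of mean plus 3 SD of all tested compounds, set per screening campaign, cut at about 20% in these data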;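 further: 0% = DMSO wells and 100% = biotin wells as full block of FRET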
Target sequence (Q9Y5X4 whole entry, looked up): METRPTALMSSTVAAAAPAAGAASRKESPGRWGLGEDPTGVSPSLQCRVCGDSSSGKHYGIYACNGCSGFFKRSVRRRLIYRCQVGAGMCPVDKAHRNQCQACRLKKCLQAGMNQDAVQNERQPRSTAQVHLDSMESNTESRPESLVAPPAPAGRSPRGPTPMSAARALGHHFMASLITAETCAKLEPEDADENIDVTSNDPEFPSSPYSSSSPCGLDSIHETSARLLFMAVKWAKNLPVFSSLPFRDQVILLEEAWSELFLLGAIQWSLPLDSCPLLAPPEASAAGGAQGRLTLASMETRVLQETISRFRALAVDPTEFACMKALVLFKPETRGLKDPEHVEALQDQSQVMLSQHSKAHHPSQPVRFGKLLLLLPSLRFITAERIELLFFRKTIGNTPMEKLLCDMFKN
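Test system: GST-NR2E3 and biotin-RetCOR proteins | Quantity: 1.35 nM GST-tagged NR2E3 final | Medium: Tris pH 7.5 | Also added: 7 nM biotin-RetCOR | Dosing: Compound at 4.8 µM, single dose | Timing: 5 h at 4 °C | Detection: Time-resolved FRET | Read-out basis: Percent inhibition | Benchmarks: Biotin wells as high control, 0.6% DMSO wells as low control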
Shn3 3UTR inh = inhibitors of Schnurri-3 3'UTR reporter in osteoblasts; Clone20 osteoblast Shn3 3'UTR firefly luciferase, 24 h; inhibition, % at 12.5 µM; 0.52% of 360,000 active; AID 588674;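 active means mean inhibition of at least 75% with every replicate also reaching 75%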;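 further: 0% = median of neutral control wells and 100% = pilot-screen positive control compound; some compounds past the cut are filed as inactive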
MITF TRPM1 inh = inhibitors of MITF-driven TRPM1 promoter in melanoma cells. inhibition, % at 12.5 µM. SK-MEL-5 TRPM1 promoter luciferase, 24 h. 0.83% of 330,000 active;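 active means mean inhibition across replicates of 60% or more, whatever share of single replicates reaches that level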; further: values of inactives mirror those of a sister screen read the other way
KKLEB cytotox = counter-screen for CF NF-kB inhibitors: cytotoxicity. activity change (cytotoxicity), % at 5 µM. KKLEB CF airway cells viability, ATPlite luminescence, overnight; stronger effect = lower value; cells stimulated with P. aeruginosa culture filtrate. 0.36% of 360,000 active;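 active means corrected activity change at or below -50% at 5 µM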
CF NFkB inh = cystic fibrosis NF-kB activation inhibition | 0.86% of 360,000 active | KKLEB NF-kB-GFP reporter, PAF-induced, GFP fluorescence overnight | inhibition, % at 5 µM;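 active means at least 50% inhibition at 5 µM, scaled per plate between neutral and stimulator controls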;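 further: PAF is a Pseudomonas aeruginosa culture filtrate used as stimulus; plate controls were PAF-stimulated DMSO wells for no effect and unstimulated DMSO wells for full effect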
CaV13 ICDI inh = Disruptors of the CACNA1D IQ motif to Ca2+-dependent inactivation inhibitor domain association, primary screening, Förster resonance energy transfer in intact living …. HEK cells, CFP/YFP FRET ICDI-IQ, plate reader, 10 min; percent FRET-ratio fall versus neutral wells. inhibition, % at 12.3 µM. 0.098% of 340,000 active;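 active means mean replicate inhibition of at least 30% and at least 1% of replicates passing that level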;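 further: 0% = median of the neutral control wells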
HIF-2a block = inhibitors of HIF-2a; 786-0 RCC cells HIF-2a reporter, luciferase luminescence, overnight; inhibition, % at 18.8 µM; 0.72% of 360,000 active;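 active means inhibition of the luminescence signal of 40% or more relative to plate controls, in a single-dose primary screen at 18.75 µM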
Peg3 promoter = Peg3 promoter activity inhibition | inhibition, % at 20 µM | AID 588405 | HeLa PEG-Prom luciferase reporter, luminescence, overnight | 1.7% of 360,000 active;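 active means inhibition of at least 50% at 20 µM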
NR2E3 ag-2 = human photoreceptor-specific nuclear receptor agonism; Q9Y5X4; CHO-S Gal4-NCOR/VP16-NR2E3 two-hybrid, luciferase; inhibition of corepressor binding, % at 3.98 µM; 0.35% of 360,000 active; AID 602229;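 active means inhibition above the mean of all tested compounds plus 3 SD, cut at about 70% in these data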;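 further: 0% = DMSO with NR2E3 transfected cells and 100% = cells lacking NR2E3 construct; higher means lower luciferase signal from less NR2E3 corepressor binding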
Vif imaging = inhibitors of HIV Vif. 0.35% of 340,000 active. inhibition, % at 7.49 µM. HEK293T cells, Vif self-association by quenched fluorescence, imaging, 24 h. AID 602346; in the data active means inhibition above about 50%, passing the limit was not always enough; further: some results filed as inactive read as strong as hits
Starred values were filed as active, the others as inactive; / = no result given.

SMILES | PDI turbidity | NR2E3 ag-1 | Shn3 3UTR inh | MITF TRPM1 inh | KKLEB cytotox | CF NFkB inh | CaV13 ICDI inh | HIF-2a block | Peg3 promoter | NR2E3 ag-2 | Vif imaging
COc1ccc(OC)c(S(=O)(=O)N2CCN(c3ccc(F)cc3)CC2)c1 | -7 | / | 14 | 10 | 5 | 10 | -5 | 21 | 18 | -2 | -3
COc1ccccc1NC(=O)CNC(=O)c1ccccc1 | 1 | 2 | -4 | 3 | 6 | 6 | -6 | 12 | 0 | -13 | 21
CCSc1nnc(-c2ccc(OC)cc2)o1 | 10 | -5 | -128 | -56 | 2 | -17 | / | -155 | -241 | -103 | 7
CCc1nc2c(OCc3ccc(OC)cc3)cccn2c1N(C)C(=O)c1ccncc1 | -4 | / | -14 | / | 11 | -22 | -5 | 6 | -1 | 15 | 9
COC(=O)c1ccc(COc2ccc(C=O)cc2OC)o1 | 7 | 3 | -1 | -13 | 13 | -2 | -6 | -16 | -35 | 10 | -1
CC(=O)c1ccc(Nc2ccc(-c3ccccc3F)nn2)cc1 | 0 | 1 | -61 | -75 | 0 | -17 | 3 | -320 | -266 | -140 | 1
CCn1c(COc2cccc(C)c2)nnc1SCC(=O)Nc1cccc(C(=O)OC)c1 | -1 | -2 | 14 | 6 | 2 | -4 | -5 | 10 | 24 | 10 | 34
O=[N+]([O-])c1ccc(/C=C2\CCC(C3=CCCC3)=C2N2CCOCC2)cc1 | -6 | 3 | -35 | -27 | 3 | -14 | -3 | -77 | -167 | -1 | 1
O=S(=O)([O-])CCC[N+]1(CC#Cc2ccccc2)CCCCC1 | -4 | 4 | 3 | 8 | -9 | 10 | -6 | 11 | 4 | 8 | 2
COc1ccc(C(=O)OCC(=O)c2ccco2)cc1[N+](=O)[O-] | 12 | / | 4 | / | 10 | -31 | -5 | -16 | -14 | 31 | -2
CCOc1ccc2nc(N3CCCC(C(=O)NCCCN4CCOCC4)C3)sc2c1 (configuration not stated) | 8 | 1 | -14 | -43 | -19 | -4 | -5 | -106 | -139 | -44 | -13
Cc1cc(NC(=O)C2Oc3ccccc3OC2C)no1 (configuration not stated) | 15 | 2 | -5 | 14 | 8 | -11 | -5 | -5 | 1 | -11 | /
COc1ccc(/C=N/N2CCN(C3c4ccccc4-c4ccccc43)CC2)cc1OC | 19 | 0 | -3 | 5 | -12 | 13 | -6 | 26 | 13 | 0 | 0
CC(Cc1cccs1)NC(=O)Nc1cccc(Cl)c1 (configuration not stated) | -5 | 3 | 11 | -21 | -1 | 1 | -5 | -121 | -103 | -4 | -1
Cc1ccc(S(=O)(=O)NCC(=O)OCC(=O)N2N=C(c3ccc(Cl)cc3)CC2c2ccco2)cc1C (configuration not stated) | -5 | -2 | -4 | 6 | 19 | 6 | -6 | 2 | 10 | -8 | 8

As a working copy, part of the list above.
SMILES | PDI turbidity | NR2E3 ag-1 | Shn3 3UTR inh | MITF TRPM1 inh | KKLEB cytotox | CF NFkB inh | CaV13 ICDI inh | HIF-2a block | Peg3 promoter | NR2E3 ag-2 | Vif imaging
COC(=O)c1ccc(COc2ccc(C=O)cc2OC)o1 | 7 | 3 | -1 | -13 | 13 | -2 | -6 | -16 | -35 | 10 | -1
CC(=O)c1ccc(Nc2ccc(-c3ccccc3F)nn2)cc1 | 0 | 1 | -61 | -75 | 0 | -17 | 3 | -320 | -266 | -140 | 1
CCn1c(COc2cccc(C)c2)nnc1SCC(=O)Nc1cccc(C(=O)OC)c1 | -1 | -2 | 14 | 6 | 2 | -4 | -5 | 10 | 24 | 10 | 34
O=[N+]([O-])c1ccc(/C=C2\CCC(C3=CCCC3)=C2N2CCOCC2)cc1 | -6 | 3 | -35 | -27 | 3 | -14 | -3 | -77 | -167 | -1 | 1
O=S(=O)([O-])CCC[N+]1(CC#Cc2ccccc2)CCCCC1 | -4 | 4 | 3 | 8 | -9 | 10 | -6 | 11 | 4 | 8 | 2
COc1ccc(C(=O)OCC(=O)c2ccco2)cc1[N+](=O)[O-] | 12 | / | 4 | / | 10 | -31 | -5 | -16 | -14 | 31 | -2
CCOc1ccc2nc(N3CCCC(C(=O)NCCCN4CCOCC4)C3)sc2c1 (configuration not stated) | 8 | 1 | -14 | -43 | -19 | -4 | -5 | -106 | -139 | -44 | -13
Cc1cc(NC(=O)C2Oc3ccccc3OC2C)no1 (configuration not stated) | 15 | 2 | -5 | 14 | 8 | -11 | -5 | -5 | 1 | -11 | /
COc1ccc(/C=N/N2CCN(C3c4ccccc4-c4ccccc43)CC2)cc1OC | 19 | 0 | -3 | 5 | -12 | 13 | -6 | 26 | 13 | 0 | 0
CC(Cc1cccs1)NC(=O)Nc1cccc(Cl)c1 (configuration not stated) | -5 | 3 | 11 | -21 | -1 | 1 | -5 | -121 | -103 | -4 | -1
Cc1ccc(S(=O)(=O)NCC(=O)OCC(=O)N2N=C(c3ccc(Cl)cc3)CC2c2ccco2)cc1C (configuration not stated) | -5 | -2 | -4 | 6 | 19 | 6 | -6 | 2 | 10 | -8 | 8

(more compounds)
SMILES | PDI turbidity | NR2E3 ag-1 | Shn3 3UTR inh | MITF TRPM1 inh | KKLEB cytotox | CF NFkB inh | CaV13 ICDI inh | HIF-2a block | Peg3 promoter | NR2E3 ag-2 | Vif imaging
CCN(CC)C(=O)CN(C#N)c1nc(NC(C)C)nc(NC(C)C)n1 | 6 | 0 | -12 | 3 | -18 | 2 | -6 | 12 | 4 | -3 | -11
CC(SCC(=O)Nc1ccc(S(=O)(=O)N2CCCCC2)cc1)C(=O)O (configuration not stated) | -2 | -4 | -7 | 5 | 5 | -7 | / | 6 | 12 | 3 | 11
NNC(=O)c1c[nH]c2ccc(OCc3ccccc3)cc12 | -8 | -2 | -21 | 10 | 5 | -4 | -4 | 14 | 17 | 17 | 24
Cc1ccc(Nc2nc(-c3ccc(S(=O)(=O)N4CCOCC4)cc3)cs2)cc1Cl | -9 | -3 | 35 | 6 | -46 | 46 | -4 | -5 | 29 | 4 | -10
OC(CSc1ccccc1Cl)CN1CCN(c2ccccc2F)CC1 (configuration not stated) | -2 | -6 | 0 | -7 | -3 | 3 | -11 | -3 | -7 | -18 | /
COc1cc(C)c(CNc2cc(C)cc(C)c2)cc1C | 4 | 0 | -5 | 1 | 3 | 13 | / | 12 | 27 | -5 | 4
CC(C)CN(C(=O)CN(C)C(=O)Cc1ccc(Cl)cc1)c1c(N)n(CC(C)C)c(=O)[nH]c1=O | -5 | 1 | 14 | 5 | -2 | 8 | -6 | 9 | -3 | 7 | -15
CCC(C)c1ccc(S(=O)(=O)N2CCN(C(=O)CN3C(=O)NC(C)(C4CC4)C3=O)CC2)cc1 (configuration not stated) | 7 | / | -4 | / | 8 | -38 | -12 | 5 | 4 | 7 | /
Cc1sc(NC(=O)CCl)c(C(=O)c2ccccc2)c1C | 72* | 4 | 12 | 14 | -22 | 17 | -5 | 12 | 38 | 13 | -7
CCOC(=O)CCCN1CC(O)=C(c2nc(-c3ccc(Cl)cc3)cs2)C1=N | 1 | 0 | 2 | -7 | 0 | 2 | -6 | 7 | 10 | -12 | 6
Cc1ccc2c(c1)C(=O)C(=O)N2c1ccc(C(F)(F)F)cc1 | 5 | / | 1 | -7 | 2 | 16 | -5 | 3 | -12 | 4 | -6
CCN(c1cccc(C)c1)S(=O)(=O)c1ccc2c(c1)NC(=O)CS2 | -3 | -3 | 0 | -5 | 9 | -13 | -2 | 8 | -10 | -22 | -3
COc1ccc(NC(=O)c2cc(=O)[nH]c3ccccc23)cc1 | 18 | -1 | 3 | -7 | -4 | 14 | -5 | -21 | -10 | -20 | -11
CC(=O)c1cccc(NC(=O)CCCOc2ccc(C)cc2)c1 | 19 | 1 | 18 | 8 | 3 | 1 | -20 | 7 | 1 | -56 | 3
Cc1cc(O)c(C(=O)/C=C/c2ccc(Cl)cc2)c(=O)o1 | 12 | 4 | -9 | -10 | 8 | -20 | -4 | -97 | -119 | -77 | -10
N#CCCn1cc(C(CC(=O)c2ccc(Br)cc2)C(=O)O)c2ccccc21 (configuration not stated) | 12 | -1 | 12 | -1 | -9 | 12 | / | 7 | 9 | -21 | 5
CC(C)N1CCc2c(sc(NC(=O)c3cc(-c4cccs4)nc4ccccc34)c2C(N)=O)C1 | / | 1 | 15 | 3 | -18 | -59 | / | 26 | 78* | -15 | 4
CC[C@]12c3[nH]c4cc(-c5ccco5)ccc4c3CCN1C(=O)[C@@H](CC(=O)NC/C=C(\C)CCC=C(C)C)C[C@@H]2C(=O)N1CCN(C(=O)C2CC2)CC1 | 29 | / | 21 | -14 | 8 | -11 | -9 | 8 | 15 | 4 | 13
O=c1[nH]c(-c2ccccc2)c(-c2ccccc2)nc1[N+](=O)[O-] | 3 | 3 | -7 | -14 | 4 | -2 | -18 | 2 | 0 | 11 | -11
CCOC(=O)CSc1snnc1-c1ccccc1 | 9 | 1 | 4 | -5 | 2 | -4 | / | 11 | 10 | -1 | 0
CCOC(=O)N1CCN(C(=O)CSc2nc3c([nH]c4ccccc43)c(=O)n2CCOC)CC1 | 5 | 2 | 9 | 21 | 26 | -42 | -9 | 35 | 40 | -31 | -10
O=C(CCNS(=O)(=O)c1ccccc1C(F)(F)F)N1CCCCCCC1 | 8 | 3 | 11 | 5 | 7 | -4 | -5 | 7 | 4 | -9 | 31
COC(=O)c1ccc(Cn2nnc3c(=O)[nH]c(C4CCN(S(=O)(=O)c5cc(C)ccc5C)CC4)nc32)cc1 | 11 | -3 | 18 | 1 | 1 | -37 | -2 | 17 | 1 | 4 | -4
CCOc1ccc(CSC(=N)N)cc1[N+](=O)[O-] | 0 | 2 | 2 | 8 | 0 | -10 | / | 26 | 2 | -3 | 11
CCc1cccc(NC(=O)CCc2nc3sc4c(c3c(=O)[nH]2)CCCC4)c1 | 0 | 2 | -3 | 1 | 3 | 4 | -11 | 1 | -1 | 32 | 3
c1ccc2c(c1)oc1c(N3CCOCC3)ncnc12 | 0 | 6 | -33 | -8 | 14 | -19 | / | -105 | -96 | -30 | -4
COc1ccc(N2CCN(C(=O)C(OC(C)=O)c3ccccc3)CC2)cc1 (configuration not stated) | -2 | 2 | 1 | 0 | -6 | -8 | -4 | 9 | 14 | -28 | -2
Cc1ccc[n+](Cc2ccc([N+](=O)[O-])cc2)c1 | 0 | 0 | -3 | / | 2 | 11 | -6 | 8 | -9 | 1 | -1
CC(C)[C@H](NC(=O)NCCc1ccc(Cl)cc1)C(=O)O | -11 | 4 | -4 | 18 | 3 | 7 | -6 | 14 | 5 | 6 | 3
CCc1cc2c(=O)c(-c3nc4ccccc4n3C)c(CCCC(=O)O)oc2cc1OC(=O)C(C)(C)C | 7 | 1 | 5 | 18 | -9 | 9 | -20 | 15 | 8 | -18 | 21

From PubChem
